MazEF act = MazEF (E. coli) toxin RNase activation. activation, % at 20 µM. AID 504720. FAM/BHQ RNA-DNA oligo cleavage fluorescence, 5 h. P0AE70. 0.32% of 350,000 active; in the data active = activation above about 50%
Target sequence (P0AE70 whole entry, looked up): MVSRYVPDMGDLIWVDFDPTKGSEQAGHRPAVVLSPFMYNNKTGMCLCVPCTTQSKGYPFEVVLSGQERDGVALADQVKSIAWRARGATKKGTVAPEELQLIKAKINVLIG
FBA Mtb inh = inhibits M. tuberculosis FBA enzyme. P9WQA3. purified M. tuberculosis FBA, fluorescence read-out. inhibition, % at 1 µM. 2.3% of 360,000 active. AID 588726; in the data active = inhibition above about 27%;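 also: 0% = vehicle and 100% = reference inhibitor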
Target sequence (P9WQA3 whole entry, looked up): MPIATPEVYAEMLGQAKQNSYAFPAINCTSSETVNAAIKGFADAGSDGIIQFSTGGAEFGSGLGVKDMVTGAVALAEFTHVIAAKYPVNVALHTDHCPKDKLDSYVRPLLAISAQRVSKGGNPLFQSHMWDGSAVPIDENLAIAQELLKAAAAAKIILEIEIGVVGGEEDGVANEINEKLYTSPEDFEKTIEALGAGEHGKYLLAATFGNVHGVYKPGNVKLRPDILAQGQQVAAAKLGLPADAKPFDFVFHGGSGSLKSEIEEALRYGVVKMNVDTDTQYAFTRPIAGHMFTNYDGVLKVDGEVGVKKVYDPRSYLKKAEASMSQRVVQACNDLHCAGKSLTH
BioA inh = BioA (M. tuberculosis) enzyme inhibition. inhibition, % at 9.99 µM. purified M. tuberculosis BioA enzyme, plate reader. 0.096% of 360,000 active; in the data active = inhibition above about 40%; inconclusive = no clear call, values can overlap the other calls
FadD28 binding = blocks FadD28 binding to the bisubstrate probe; fluorescence polarization; 0.22% of 360,000 active; AID 588549; inhibition, % at 12.5 µM; in the data active = inhibition above about 8.5%, passing the limit was not always enough; inconclusive = no clear call, values can overlap the other calls
Rv3671c protease = inhibitors of M. tuberculosis serine protease Rv3671c; P9WHR9; 0.048% of 320,000 active; inhibition, % at 5.96 µM; AID 2606; in the data active = inhibition above about 38%;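 also: extracellular domain of Rv3671c used as enzyme; 0% = enzyme with DMSO and 100% = no enzyme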
DUSP3 inh = inhibitors of human VHR1 phosphatase (DUSP3) | recombinant VHR phosphatase, pNPP absorbance | P51452 | inhibition, % at 13.3 µM | 0.52% of 290,000 active; in the data active = inhibition above about 50%; also: some compounds called inactive have numbers as strong as hits
Target sequence (P51452 whole entry, looked up): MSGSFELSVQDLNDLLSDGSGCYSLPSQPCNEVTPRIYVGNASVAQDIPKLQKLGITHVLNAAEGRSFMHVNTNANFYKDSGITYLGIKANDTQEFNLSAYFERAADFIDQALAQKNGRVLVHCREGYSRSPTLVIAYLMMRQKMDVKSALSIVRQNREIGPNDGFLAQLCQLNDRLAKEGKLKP
BoNT-F LC inh = blocks Botulinum neurotoxin F light chain protease; Multiplex microsphere protease cleavage assay, flow cytometry; inhibition, % at 10 µM; 0.22% of 360,000 active; in the data active = inhibition above about 35%, passing the limit was not always enough; inconclusive = no clear call, values can overlap the other calls; also: plate controls were buffer without enzyme for full effect and enzyme alone for no effect
Mtb UGM inh = inhibitors of M. tuberculosis UDP-galactopyranose mutase; AID 504406; inhibition, % at 10 µM; purified UGM, fluorescence polarization probe displacement; 0.06% of 320,000 active; P9WIQ1; in the data active = inhibition above about 10%, passing the limit was not always enough; inconclusive = no clear call, values can overlap the other calls
Target sequence (P9WIQ1 whole entry, looked up): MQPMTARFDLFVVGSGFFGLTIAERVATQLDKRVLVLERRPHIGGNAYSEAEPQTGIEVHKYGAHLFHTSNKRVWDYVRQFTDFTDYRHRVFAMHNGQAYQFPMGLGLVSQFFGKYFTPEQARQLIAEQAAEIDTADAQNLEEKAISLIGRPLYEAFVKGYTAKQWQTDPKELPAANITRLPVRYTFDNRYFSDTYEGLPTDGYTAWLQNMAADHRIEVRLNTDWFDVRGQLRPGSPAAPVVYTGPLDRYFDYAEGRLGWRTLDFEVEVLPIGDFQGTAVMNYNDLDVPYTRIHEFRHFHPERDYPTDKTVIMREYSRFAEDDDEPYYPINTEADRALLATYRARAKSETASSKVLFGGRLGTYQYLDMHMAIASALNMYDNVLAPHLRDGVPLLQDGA
CCHFV vOTU inh = blocks the CCHF virus ovarian tumor domain protease; CCHFV vOTU protease, Pep-AMC fluorescence; 0.55% of 370,000 active; AID 651958; inhibition, % at 11.5 µM; also: 0% = vehicle wells with enzyme and 100% = no enzyme wells
GDH-TPI counter = counter-screen for M. tuberculosis FBA inhibitors: GDH-TPI coupled enzymes. GDH-TPI coupled enzyme counterscreen, NADH absorbance. inhibition, % at 4.8 µM. 1.2% of 360,000 active;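 also: 0% = DMSO wells and 100% = wells lacking the enzyme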
Starred values were filed as active, the others as inactive; ? = inconclusive; . = no result given. Rule as the data show it, unless noted: active = inhibition above about 30%; inactive = the rest.

SMILES	MazEF act	FBA Mtb inh	BioA inh	FadD28 binding	Rv3671c protease	DUSP3 inh	BoNT-F LC inh	Mtb UGM inh	CCHFV vOTU inh	GDH-TPI counter
CCCCn1c(=NC(=O)c2ccco2)c(C(=O)OCC)cc2c(=O)n3ccccc3nc21	2.2	196.5*	-0.5	-1.4	4.9	18.6	0.9	0.0	-193.5	8.0
O=C(CSc1ccc(-c2ccco2)nn1)Nc1ccccc1F	2.6	5.2	2.3	-15.0	-1.1	33.9	5.6	-3.6	-16.5	10.3
COC(=O)c1sccc1NC(=S)N1CCN(c2ccccc2)CC1	-1.1	0.7	0.1	-0.4	5.3	-4.4	-4.3	-1.4	-0.8	-1.5
COc1ccc(OCC(=O)N2N=C(C)CC2(O)C(F)(F)F)cc1 (stereo not drawn)	-4.9	-1.3	.	0.1	-2.4	14.7	-4.5	1.3	6.9	1.2
C=CC(=O)Nc1ccc(Nc2nc(NC3CCC(N(C)C)CC3)nc3c2ncn3C(C)C)cc1 (stereo not drawn)	4.5	0.3	3.4	1.9	7.7	.	-17.4	1.8	.	12.9
COC(=O)/C(C#N)=C1/C=Cc2ccccc2N1C	-5.4	-8.9	.	0.2	1.6	20.4	3.3	0.8	0.7	13.7
COc1ccccc1CNC(=O)c1csc2c1CCCC2	4.6	-1.0	.	-0.8	4.3	13.1	-1.3	0.9	10.9	5.5
O=C(NCCc1ccccc1)c1ccc(CS(=O)Cc2ccc(Cl)cc2)o1 (stereo not drawn)	0.1	0.3	0.3	-1.4	-3.0	10.4	6.2	-0.8	-4.2	-2.2
CC(=O)c1ccc(S(=O)(=O)N(C)CCCC(=O)N(C)Cc2ccccc2F)cc1	-7.3	0.7	-2.8	-1.1	7.1	-17.2	1.9	-1.4	14.9	5.7
N=c1c2ccccc2nc2n1CCCCC2	-8.8	0.6	-0.4	-1.0	.	.	7.2	.	-1.3	8.4
FC(F)Sc1ccc(NC(=S)NC2CCC(NC(=S)Nc3ccc(SC(F)F)cc3)CC2)cc1 (stereo not drawn)	6.7	1.2	-1.4	-3.7	1.3	42.2	9.4	-0.9	-0.3	3.8
O=C(O)CSc1cccnc1Sc1ccc(Cl)cc1	-2.6	0.1	0.2	-1.5	-8.1	.	.	0.3	-12.3	-3.5
O=C(NC(=S)Nc1ccc(CN2CCOCC2)cc1)c1ccc([N+](=O)[O-])cc1	-5.1	32.8*	0.1	-2.1	2.7	-4.6	-3.3	-2.0	-14.2	2.1
CCSc1nnc(NC(=O)[C@@H](NC(=O)c2cc(OC)cc(OC)c2)C(C)C)s1	1.6	6.7	.	-5.5	-6.4	20.2	-2.7	2.4	-10.4	-6.6
COc1ccc(NS(=O)(=O)c2cc(NC(=O)CCNC(C)=O)ccc2N2CCCCC2)cc1	-0.7	-1.2	2.3	-5.5	-7.6	.	-15.4	-2.3	-5.9	-0.9
COc1ccc(S(=O)(=O)N2CCCC(C(=O)NCCN3CCOCC3)C2)cc1C (stereo not drawn)	-5.5	-0.1	-2.7	-0.7	5.6	6.4	2.7	1.9	2.2	-2.7
Cc1cc(C)nc(SCc2n[nH]c(=S)n2C)n1	9.2	0.7	0.9	0.1	-1.0	0.9	-6.8	-2.4	3.3	0.0
COc1ccc(NC(=O)C2CCCN(S(=O)(=O)c3ccc(-n4cnnn4)cc3)C2)cc1 (stereo not drawn)	7.2	-0.7	0.2	-0.3	-7.6	31.1	6.3	-3.2	-1.0	1.1
COc1ccc2c(c1)CC/C2=N\OC(=O)c1ccccc1OC	-11.8	-1.0	-1.3	-0.8	-4.5	-2.1	-4.5	1.4	-5.0	0.8
Cc1ccc(SCCC(=O)NCCSCc2ccco2)cc1	-4.6	4.0	.	-2.5	6.1	5.1	-5.6	3.1	7.5	7.3
CC(=O)c1cn(Cc2ccccc2)c(=O)[nH]c1=O	9.5	-1.2	.	1.0	4.4	4.8	-0.4	1.6	-7.7	4.5
Cc1cccc(-c2noc(CN(C(=O)C34CC5CC(CC(C5)C3)C4)C(C)C)n2)c1	1.3	0.4	-0.2	-4.4	4.2	1.8	-3.2	-1.1	9.3	-5.1
C#CCOCCOCCOCCNc1nc(N2CCN(C(=O)C([C@@H](C)O)n3cc([C@@H](N)CCCCN)nn3)CC2)nc(N2CCN(C(=O)[C@H](CCCCN)n3cc(CN)nn3)CC2)n1 (stereo partly drawn)	0.0	2.5	0.0	1.0	1.1	.	-16.5	6.5	.	-3.1
COCCCNC(=O)c1ccc(CS(=O)(=O)c2ccccc2OC)o1	4.5	1.0	-2.0	-3.2	0.5	65.0	9.1	-1.2	-7.1	3.5
CC1(OC(=O)C2CCCC2)C(=O)C=C2C=C(c3ccsc3)N(C3CCCC3)C=C2C1=O (stereo not drawn)	3.8	3.3	-0.7	-0.3	-5.6	26.3	-22.5	5.5	1.0	18.1
COc1ccc(S(=O)(=O)N2CCC(C(=O)O)(c3ccccc3)CC2)cc1	5.7	-0.7	-1.0	-3.6	6.2	-6.1	-18.0	-0.1	-8.8	-12.4
C#CCOc1ccc(/C=C2/C(=O)NN(c3ccc(F)cc3)C2=O)cc1OC	-1.8	0.6	-0.8	2.0	8.0	-2.2	-1.1	2.1	5.8	20.2
COc1ccc(NC(=O)CSc2nnc(CNC(=O)COc3ccc(Cl)cc3)o2)cc1	-4.0	-0.8	.	-7.0	-11.5	-1.1	2.0	-0.5	-8.6	-10.5
CCC(C(=O)Nc1nnc(-c2ccco2)s1)c1ccccc1 (stereo not drawn)	6.5	18.2	-0.7	-3.7	-0.8	39.8	-31.8	-0.3	10.1	10.1
COC(=O)c1ccc(CN(c2ccc(C)cc2)S(=O)(=O)c2ccc3c(c2)OCCO3)o1	-5.3	1.5	-0.7	-3.3	-8.4	7.2	2.5	2.0	7.1	-4.0
CCCN1C=CC(=C2C(=O)c3ccccc3C2=O)C=C1	2.1	-4.9	-1.0	1.9	0.7	-7.5	-1.4	-0.8	4.2	16.0
O=C(NCCNS(=O)(=O)c1ccccc1)N1CCOCC1	-4.1	5.7	0.3	-1.3	-1.0	15.4	2.5	1.3	-7.1	2.4
Cc1ccc(OCC(=O)O/N=C(\N)c2cccnc2)cc1	1.7	-2.0	.	-0.4	6.0	25.6	-3.1	-0.5	6.3	-0.3
CCc1noc(C)c1C(=O)N1CCCSC1=Nc1ccccc1Cl	-10.2	8.4	-0.5	-2.1	7.8	.	22.4	-2.2	-11.5	1.8
CC(C)(C)C(=O)Nc1ccccc1C(=O)NCc1cccnc1	0.1	8.2	0.4	-0.9	-10.7	27.7	-9.9	1.2	-14.6	-4.4
O=C(CSc1nc2ccccc2o1)N1CCN(c2ccc(Cl)cc2)CC1	-3.4	0.3	.	1.1	2.6	11.9	-3.3	0.6	8.2	12.2
C=CCn1c(=O)c(C(=O)Nc2ccccc2O)c(O)c2ccccc21	-2.0	28.9*	-4.3	-0.4	5.8	16.8	-15.0	1.7	-4.3	18.3
CC[n+]1c(/C=C/C=C/N(C(C)=O)c2ccccc2)sc2ccccc21	154.0*	-14.7	-10.1	-11.2	-25.4	46.7	?	1.2	5.3	-4.1
O=C(COc1ccccc1[N+](=O)[O-])OCC(=O)N1CCC(Cc2ccccc2)CC1	1.6	-0.8	.	-5.0	-6.9	1.7	-6.1	-1.4	-12.7	2.9
Cc1ccc(S(=O)(=O)N2CCCCC2)cc1C(=O)Nc1ccc(N2CCOCC2)cc1	-6.9	3.2	-0.3	0.6	4.4	12.3	-7.3	-1.1	23.5	8.0

Fetched by structure from the list above, five records:
SMILES	MazEF act	FBA Mtb inh	BioA inh	FadD28 binding	Rv3671c protease	DUSP3 inh	BoNT-F LC inh	Mtb UGM inh	CCHFV vOTU inh	GDH-TPI counter
O=C(CSc1nc2ccccc2o1)N1CCN(c2ccc(Cl)cc2)CC1	-3.4	0.3	.	1.1	2.6	11.9	-3.3	0.6	8.2	12.2
O=C(NCCNS(=O)(=O)c1ccccc1)N1CCOCC1	-4.1	5.7	0.3	-1.3	-1.0	15.4	2.5	1.3	-7.1	2.4
C=CCn1c(=O)c(C(=O)Nc2ccccc2O)c(O)c2ccccc21	-2.0	28.9*	-4.3	-0.4	5.8	16.8	-15.0	1.7	-4.3	18.3
Cc1ccc(OCC(=O)O/N=C(\N)c2cccnc2)cc1	1.7	-2.0	.	-0.4	6.0	25.6	-3.1	-0.5	6.3	-0.3
CC[n+]1c(/C=C/C=C/N(C(C)=O)c2ccccc2)sc2ccccc21	154.0*	-14.7	-10.1	-11.2	-25.4	46.7	?	1.2	5.3	-4.1

Remaining list, next part.
SMILES	MazEF act	FBA Mtb inh	BioA inh	FadD28 binding	Rv3671c protease	DUSP3 inh	BoNT-F LC inh	Mtb UGM inh	CCHFV vOTU inh	GDH-TPI counter
CCn1c(C)c(/C=N/Nc2nc3ccccc3s2)c2ccccc21	-0.1	0.1	-0.9	-1.9	19.5	31.1	-15.0	.	7.9	10.4
O=C(c1ccc(S(=O)(=O)N2CCOCC2)cc1)N1CCN(c2ccccc2)CC1	1.1	-3.5	-1.0	-1.6	-11.7	4.8	14.2	0.0	7.0	9.8
Cc1ccc(NC(=O)CN(C)CC(=O)Nc2ccc(F)c(F)c2F)c(Cl)c1	-2.9	-1.9	-1.3	-3.0	-0.8	-0.1	-6.2	0.6	3.8	-1.3
c1nc2sc3c(c2c2nnnn12)CCCC3	-0.9	22.0	-0.5	-1.0	-3.8	17.5	5.0	-1.8	8.1	14.2
Cc1ccc(C2C(=O)N(C3CCCC3)CC(=O)N2C2CCCCC2)cc1 (stereo not drawn)	0.8	-1.1	0.1	-1.7	-4.0	24.4	0.5	0.8	-5.1	-5.6
CCOC(=O)Cn1nc(-c2ccc(C)cc2)ccc1=O	7.9	6.9	.	-3.4	-4.5	-4.0	-5.2	-1.1	-5.8	-5.5
CC(=O)Nc1ccc(S(=O)(=O)NC(CSc2ccc(C(=O)O)cc2[N+](=O)[O-])C(=O)O)cc1 (stereo not drawn)	-1.6	-2.4	1.7	-0.5	-2.0	17.0	2.1	-0.5	6.3	5.2
O=C(C1CCC(=O)N1C1CCCCC1)N1CCC2(CC1)OCCO2 (stereo not drawn)	1.5	-1.1	-0.2	-0.6	3.9	1.5	-15.0	-0.5	-11.2	10.2
CC(C)Cc1nnc(NS(=O)(=O)c2ccccc2)s1	-4.1	-1.9	-2.0	-0.6	.	.	-4.3	.	0.0	8.0
Fc1ccc(F)c(C2=NNC(=NCC3CCCO3)SC2)c1 (stereo not drawn)	4.7	5.8	.	-3.5	-2.0	-6.0	-4.4	-2.3	6.9	3.3
CNC(=O)N(O)C1N(/N=C/c2ccccc2OC)C(=S)SC1(C)C (stereo not drawn)	-10.6	4.4	-1.6	0.1	-4.9	.	0.1	-0.6	18.0	22.8
O=C1N/C(=C\c2ccccc2)C(O)=C1C=NCc1ccccc1	5.4	-0.7	-0.3	-1.0	-9.4	-13.2	-5.4	.	-7.1	26.2
COC(=O)Oc1ccc(/C=N/NC(=O)CSCc2ccc(Cl)cc2)cc1OC	-2.3	1.2	.	-0.6	4.3	15.2	-2.6	0.6	0.7	-2.8
CCCCC(CC)C(=O)Nc1ncc([N+](=O)[O-])s1 (stereo not drawn)	1.2	-6.9	2.0	1.4	-6.8	10.3	-0.4	-3.1	15.0	3.1
COc1ccc(OC)c(CN(CCCN2CCOCC2)C(=O)Nc2ccccc2)c1	5.1	0.3	-1.0	-1.1	6.3	33.2	-2.9	1.4	-9.8	1.8
O=C(Cc1ccccc1)NN=C1CCCC1	-0.1	-1.8	15.5	-4.3	.	.	-2.7	.	-12.7	9.7
c1cncc(-c2noc(-c3ccco3)n2)c1	5.1	3.1	-0.7	2.1	8.1	20.9	-3.1	-2.5	4.5	-5.1
Cc1ccsc1C(=O)N1CCCCCC1(C)C(=O)NCC(C)C (stereo not drawn)	.	1.8	-0.5	0.8	.	.	-0.2	.	11.9	10.1
COc1cc(Cn2c3ccc(NC(=O)CC(C)C(F)(F)F)cc3c(=O)n2C)ccc1F (stereo not drawn)	.	174.3*	-2.4	-2.4	.	.	0.8	.	-92.8	4.4
CCCCOC(=O)C1=C(C)Nc2nnnn2C1c1ccccc1Cl (stereo not drawn)	3.9	0.3	.	-1.0	-3.7	10.4	-12.1	-0.8	12.2	8.1
